MBD2 inh = inhibitors of MBD2 binding to methylated DNA, primary screen, biochemical, TR-FRET, DNA-binding domain, human. Methyl-CpG-binding domain protein 2 (Homo sapiens), Q9UBB5. MBD2 binding to methylated oligonucleotide. inhibition, % at 4.4 µM. 370,000 tested, 0.31% active; in the data active = inhibition above about 13%
LEDGF integ inh = blockers of LEDGF/p75-dependent integrase strand transfer – biochemical, TR-FRET, high throughput, primary screen; HIV-1 integrase (with human LEDGF/p75); TR-FRET IN-LEDGF/p75 DNA integration, Eu/Cy5; inhibition, % at 3.7 µM; 370,000 tested, 0.64% active; AID 743269, 2014;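 active = inhibition above the screen-wide mean plus 3 SD, cut at about 13% in these data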;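 note: signal is the Cy5 over europium emission ratio at 671 and 618 nm; 0% = plate median of compound wells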
mABHD4 FP = ABHD4 inhibitors, primary screen, biochemical, fluorescence polarization, mouse; inhibition, % at 8.92 µM; 370,000 tested, 0.54% active; (Lyso)-N-acylphosphatidylethanolamine lipase (Mus musculus), Q8VD66; purified mABHD4, FP-Rh probe fluorescence polarization;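 active = inhibition exceeding the mean over every tested compound plus 3 SD, cut at about 30% in these data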;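 note: 0% = plate median of compound wells and 100% = S159A mutant with DMSO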
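Assay system: mABHD4 protein; medium: HEPES pH 7.0, NaCl, Pluronic buffer; dosing: 8.92 µM, single dose; schedule: 45 min + 60 min at 25 °C; signal: FP readout, ex 525 nm / em 598 nm; read-out: normalized percent inhibition of probe labeling; repeats: single replicate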
rCAG RNA binder = binders of r(CAG) RNA repeats, primary screen, biochemical, fluorescence | inhibition, % at 3 µM | 370,000 tested, 1.3% active | AID 651821, 2012 | r(CAG) RNA repeat, TO-PRO-1 dye displacement fluorescence;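 active = inhibition above the plate cutoff, the mean of all test compounds on that plate plus 3 SD, cut at about 35% in these data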;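 note: 0% = DMSO alone and 100% = 100 µM mitoxantrone as full dye displacement; higher means more dye released from RNA so lower well fluorescence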
SIAE primary = human SIAE inhibitors, primary screen, biochemical, fluorescence polarization, FP-Rh probe, 1536-well HTS; SIAE FP-Rh probe binding; Sialate O-acetylesterase (Homo sapiens), Q9HAT2; inhibition, % at 9.66 µM; 370,000 tested, 0.69% active;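 active = inhibition above a cutoff: mean of compounds within the control limits plus 3 SD of those, cut at about 17% in these data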;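 note: 0% = plate median of compound wells and 100% = probe without SIAE protein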
Target sequence (Q9HAT2 whole entry, looked up): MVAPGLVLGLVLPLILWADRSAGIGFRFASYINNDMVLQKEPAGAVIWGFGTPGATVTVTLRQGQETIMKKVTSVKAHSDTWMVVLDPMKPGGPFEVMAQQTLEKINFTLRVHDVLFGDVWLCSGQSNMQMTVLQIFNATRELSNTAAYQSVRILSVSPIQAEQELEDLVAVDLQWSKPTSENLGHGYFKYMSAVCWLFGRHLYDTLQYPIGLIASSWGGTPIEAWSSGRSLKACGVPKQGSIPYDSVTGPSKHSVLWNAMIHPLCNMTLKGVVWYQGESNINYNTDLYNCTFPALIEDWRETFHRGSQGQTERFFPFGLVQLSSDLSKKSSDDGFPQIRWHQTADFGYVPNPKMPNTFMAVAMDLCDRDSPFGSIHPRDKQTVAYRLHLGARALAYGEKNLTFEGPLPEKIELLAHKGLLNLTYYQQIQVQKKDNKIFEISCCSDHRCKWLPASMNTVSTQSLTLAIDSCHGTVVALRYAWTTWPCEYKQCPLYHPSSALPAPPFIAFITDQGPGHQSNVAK
TDP2 absorb = human TDP2 enzyme inhibitors, primary screen, biochemical, epi absorbance, recombinant enzyme | Tyrosyl-DNA phosphodiesterase 2 (Homo sapiens), O95551 | T5PNP hydrolysis, p-nitrophenol absorbance 415 nm | inhibition, % at 12.8 µM | 370,000 tested, 0.34% active;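 active = inhibition above the mean of all tested compounds plus 3 SD, set per campaign, cut at about 25% in these data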;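 note: 0% = DMSO with enzyme and 100% = buffer with substrate but no TDP2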
Target sequence (O95551 whole entry, looked up): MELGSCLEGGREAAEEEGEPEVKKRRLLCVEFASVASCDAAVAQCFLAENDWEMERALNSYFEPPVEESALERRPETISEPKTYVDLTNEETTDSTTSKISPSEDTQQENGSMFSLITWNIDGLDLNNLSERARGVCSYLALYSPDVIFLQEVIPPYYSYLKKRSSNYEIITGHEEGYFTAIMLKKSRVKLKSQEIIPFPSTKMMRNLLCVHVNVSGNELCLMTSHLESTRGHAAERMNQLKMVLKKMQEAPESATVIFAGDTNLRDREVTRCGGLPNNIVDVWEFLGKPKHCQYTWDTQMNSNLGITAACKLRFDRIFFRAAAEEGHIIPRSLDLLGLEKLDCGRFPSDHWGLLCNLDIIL
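Material: recombinant human TDP2; quantity: TDP2 enzyme at 120 nM final; medium: Tris-HCl pH 7.5 with MgCl2; compound: single concentration, 12.8 µM nominal, with 1% DMSO; incubation: 2 h enzyme incubation at 37 °C; signal: epi absorbance; measure: percent inhibition; benchmarks: high control without enzyme, low control DMSO plus TDP2; repeats: singlicate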
PRMT1 FP inh = PRMT1 methyltransferase inhibitors, primary screen, biochemical, fluorescence polarization. Protein arginine N-methyltransferase 1 (Homo sapiens), Q99873. recombinant PRMT1, activity-based probe fluorescence polarization. inhibition, % at 2.79 µM. AID 652257, 2013. 370,000 tested, 1.3% active;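 active = inhibition above about 21% made by adding two undisclosed values, limit read from the data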
GC-B act = human GC-B receptor activators, primary screen, HEK293 GC-B cells, cGMP TR-FRET, EC30 CNP | 0% at EC30 CNP, 100% saturating CNP | 370,000 tested, 0.11% active | AID 1920062, 2024 | activation, % at 10 µM | Atrial natriuretic peptide receptor 2 (Homo sapiens), P20594;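 active = activation at 10 µM reaching about 35% in either raw or pattern-adjusted values, limit read from the data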
HTRA1 inhibitor = HTRA1 serine protease inhibitors, primary screen, biochemical, fluorescence polarization, HTS; inhibition, % at 5.96 µM; 340,000 tested, 0.5% active; Q92743; recombinant HTRA1, FP-rhodamine activity-based probe; in the data active = inhibition above about 36%;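 note: 0% = enzyme with DMSO and 100% = wells lacking enzyme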
TCR-CD3 inh = inhibitors of human TCR-CD3 interaction, primary screen, biochemical, fluorescence, TAMRA-labeled TCR probe; inhibition, % at 9.4 µM; AID 651800, 2012; T-cell receptor (TCR); 360,000 tested, 0.37% active; in the data active = inhibition above about 19%;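 note: recombinant mutant TCR 2C K166C tagged with TAMRA read by polarization; 0% = receptor in buffer alone and 100% = receptor with positive control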
* hit, by the source's call; · = no result given.

SMILES	MBD2 inh	LEDGF integ inh	mABHD4 FP	rCAG RNA binder	SIAE primary	TDP2 absorb	PRMT1 FP inh	GC-B act	HTRA1 inhibitor	TCR-CD3 inh
C#CCOCCOCCOCCNc1nc(N2CCN(C(=O)[C@H](C(C)C)n3cc(CCO)nn3)CC2)nc(N2CCN(C(=O)[C@H](CCCCN)n3cc(CCCC)nn3)CC2)n1	1	0	2	-5	2	3	1	7	-4	4
COC(=O)[C@]12C[C@H](CC(=O)NCc3ccc(C)o3)C(=O)N(Cc3ccc(Cl)cc3Cl)C1=C[C@H](COCc1ccccc1)O[C@@H]2C	-6	0	-10	8	-2	-7	2	2	·	·
CCc1ccc(NC(=O)c2ccccc2SC)cc1	-4	6	-12	0	-10	-14	-1	3	-10	1
COc1ccc(CNC(=O)N[C@H](C(=O)O)C(C)C)cc1OC	4	-6	6	-5	0	-3	5	6	-3	-11
N=c1sccn1CC(=O)Nc1cccc2ccccc12	-2	-2	1	5	2	-1	1	-3	2	0
Cn1ccc2c(-c3ccc(F)cc3F)cc3c(c21)C1CCC3C1 (stereo unspecified)	5	-3	0	3	1	-1	5	-5	·	-1
O=[N+]([O-])/C(C(Cl)=C(Cl)Cl)=C(\Sc1ccccc1)N1CCCCC1	2	2	-1	-1	-4	1	2	-5	4	-1
CC(C)CC(=O)Nc1cc2c3c(c1)C(C)C(=O)N3CCC2 (stereo unspecified)	1	4	5	0	-1	-3	2	2	3	10
Cc1ccc(C)c(NC(=O)C2=CCN(S(=O)(=O)c3ccc(F)cc3)CC2)c1	8	2	4	0	-6	1	4	3	-4	-6
Cc1nn(Cc2c(F)c(F)c(F)c(F)c2F)c(C)c1NC(=O)c1ccnn1C	-5	1	2	-5	11	11	-2	6	5	4

Shown field by field: entries from further up.
COC(=O)[C@]12C[C@H](CC(=O)NCc3ccc(C)o3)C(=O)N(Cc3ccc(Cl)cc3Cl)C1=C[C@H](COCc1ccccc1)O[C@@H]2C
  MBD2 inh: -6 | LEDGF integ inh: 0 | mABHD4 FP: -10 | rCAG RNA binder: 8 | SIAE primary: -2 | TDP2 absorb: -7 | PRMT1 FP inh: 2 | GC-B act: 2 | HTRA1 inhibitor: · | TCR-CD3 inh: ·
CCc1ccc(NC(=O)c2ccccc2SC)cc1
  MBD2 inh: -4 | LEDGF integ inh: 6 | mABHD4 FP: -12 | rCAG RNA binder: 0 | SIAE primary: -10 | TDP2 absorb: -14 | PRMT1 FP inh: -1 | GC-B act: 3 | HTRA1 inhibitor: -10 | TCR-CD3 inh: 1
COc1ccc(CNC(=O)N[C@H](C(=O)O)C(C)C)cc1OC
  MBD2 inh: 4 | LEDGF integ inh: -6 | mABHD4 FP: 6 | rCAG RNA binder: -5 | SIAE primary: 0 | TDP2 absorb: -3 | PRMT1 FP inh: 5 | GC-B act: 6 | HTRA1 inhibitor: -3 | TCR-CD3 inh: -11
N=c1sccn1CC(=O)Nc1cccc2ccccc12
  MBD2 inh: -2 | LEDGF integ inh: -2 | mABHD4 FP: 1 | rCAG RNA binder: 5 | SIAE primary: 2 | TDP2 absorb: -1 | PRMT1 FP inh: 1 | GC-B act: -3 | HTRA1 inhibitor: 2 | TCR-CD3 inh: 0

Next part
SMILES	MBD2 inh	LEDGF integ inh	mABHD4 FP	rCAG RNA binder	SIAE primary	TDP2 absorb	PRMT1 FP inh	GC-B act	HTRA1 inhibitor	TCR-CD3 inh
O=C(c1ccc(OC2CCN(CCc3ccccc3)CC2)cc1)N1CCC[C@H]1CO	-3	0	0	-11	-1	0	0	0	0	4
CCCCOc1ccc(/C=C/C(=O)NCCc2nc3ccccc3[nH]2)cc1	0	8	2	-1	-5	4	-3	0	-14	-5
CCN(CC)S(=O)(=O)c1ccc(-c2nnc(SCc3nnc(-c4ccc(C)cc4)o3)o2)cc1	-6	5	-7	4	2	-10	2	-6	-2	-7
Cc1cc2c(ncn2C)c(NS(=O)(=O)c2ccc(F)cc2)c1C	5	6	-3	6	7	1	0	1	4	-6
Cc1ccc(C(=O)NCC(=O)NCC(=O)OCc2ccc(F)cc2)cc1	-3	-7	6	-4	0	-7	-1	1	3	-1
N#CCSc1nnc(COc2cccc3ccccc23)n1-c1cccc(Cl)c1	4	0	-10	-1	0	-4	-1	-11	-51	12
O=C(O)Cc1ccc2c(c1)N(S(=O)(=O)c1cccs1)CC(C(=O)O)O2 (stereo unspecified)	2	1	6	0	-4	-6	-3	5	3	-1
CN1CCN(C(c2ccc(C(F)(F)F)cc2)c2cc(Cl)c3cccnc3c2O)CC1 (stereo unspecified)	-4	4	-7	3	7	6	-5	-7	·	-2
COc1cc(C(=O)OCCN2CCOCC2)cc(OC)c1OC	0	-2	1	-6	5	5	0	-1	-2	3
O=C(c1ccc(N2CCN(C(=O)c3ccccc3)CC2)cc1)c1cccc(F)c1	3	0	1	-3	-2	-8	2	2	-9	-5
Oc1c(C(c2cccs2)N2CCN(c3cccc(Cl)c3)CC2)sc2ncnn12 (stereo unspecified)	-2	-2	-3	6	-3	-11	1	-5	-14	-7
COC(=O)N/N=C/c1cc(Cl)c(OCc2ccc(F)cc2)c(OC)c1	3	4	2	0	8	5	-1	-6	-7	7
Cc1ccccc1NC(=S)NNC(=O)c1csc2c1CCC(C)C2 (stereo unspecified)	-2	51*	9	14	2	-1	-3	0	-25	-2
COCCNC(=O)/C(C#N)=C/C=C/c1ccccc1	2	9	-9	4	10	-7	-3	-5	-3	-3
COc1cc2c(C(=O)N3CCN(c4ccccc4F)CC3)cn(C)c(=O)c2cc1OC	0	-4	1	-7	-5	4	1	-2	6	3
CCOc1ccc(CCNC(=O)C2CCN(c3nnc(-n4cccc4)s3)CC2)cc1	-3	0	4	7	1	1	1	5	-9	-1
O=C(c1ccco1)N1CCCC(c2nc3c(nnn3Cc3ccc(Cl)cc3Cl)c(=O)[nH]2)C1 (stereo unspecified)	-2	0	-8	10	-4	1	-1	1	-13	8
COc1ccc(CCNc2ncnc3c2nnn3Cc2ccccc2)cc1	2	1	-3	-4	7	8	-2	6	-13	3
Cc1ccc(NC(=O)CSc2nnc(-c3ccncc3)n2C)cc1C	2	-3	-2	-1	-6	-1	0	1	3	6
CN(C(=O)Cn1cnc2sccc2c1=O)C1CCCCC1	2	-4	10	1	-2	4	-1	0	12	-7
COc1cc(NC(=O)c2ccc(S(=O)(=O)N(C)c3ccccc3OC)cc2)cc(OC)c1	-3	2	-61	2	-106	-5	-6	1	-105	4
O=[N+]([O-])c1ccccc1S(=O)(=O)n1nnc2ccccc21	-1	-4	5	-2	1	-9	0	-1	1	-2
COc1ccc(N2CCN(C3CCCN(C(=O)CN4CCOC4=O)C3)CC2)cc1 (stereo unspecified)	2	2	6	-1	5	12	-3	2	0	5
C=CC[C@H](CC(=O)NCCO)C(=O)N[C@H](COC(=O)[C@@H](CC=C)Cc1ccc(F)cc1)c1ccccc1	-3	3	-13	-5	-2	0	2	1	-9	-5
O=[N+]([O-])c1ccc(N2CCN(c3ccc(F)cc3)CC2)cn1	1	2	-2	2	2	9	-2	-13	-1	5
O=C(O)c1nnn(-c2cccc(C(F)(F)F)c2)c1-c1ccccc1	1	-5	1	2	0	6	2	-1	2	-3
O=C(CSc1ncccn1)c1ccccc1Br	0	-1	-2	6	2	-5	57*	-2	-1	-1
O=C1CNC(=S)N1CCc1ccccc1Cl	1	4	-4	0	-2	0	-6	-6	2	0
Cc1ccc(CNC(=O)CC[C@H]2O[C@@H](n3cc(C)c(=O)[nH]c3=O)C[C@@H]2O)o1	-2	-1	0	1	2	15	1	3	·	2
COc1ccc([C@H]2C[C@H](n3cc(COC(=O)c4ccccc4)nn3)[C@@H](O)CN2Cc2cccs2)cc1	7	-10	-35	9	-22	2	7	5	-41	-6

An excerpt of these results, in CSV form.
Compound,MBD2 inh,LEDGF integ inh,mABHD4 FP,rCAG RNA binder,SIAE primary,TDP2 absorb,PRMT1 FP inh,GC-B act,HTRA1 inhibitor,TCR-CD3 inh
N#CCSc1nnc(COc2cccc3ccccc23)n1-c1cccc(Cl)c1,4,0,-10,-1,0,-4,-1,-11,-51,12
C=CC[C@H](CC(=O)NCCO)C(=O)N[C@H](COC(=O)[C@@H](CC=C)Cc1ccc(F)cc1)c1ccccc1,-3,3,-13,-5,-2,0,2,1,-9,-5

(continued)
SMILES	MBD2 inh	LEDGF integ inh	mABHD4 FP	rCAG RNA binder	SIAE primary	TDP2 absorb	PRMT1 FP inh	GC-B act	HTRA1 inhibitor	TCR-CD3 inh
Cc1ccc(CNC(=O)c2ccccc2NS(=O)(=O)c2ccc(Cl)nc2)cc1	2	-4	-6	43*	7	-3	4	3	-2	2
CCOc1ccc(C(=O)Nc2nnc(S(=O)(=O)N(C)Cc3ccco3)s2)cc1	0	2	-1	36*	6	-1	1	2	-5	6
O=C(Nc1ccccc1N1CCCCC1)c1ccc(OC(F)F)cc1	-2	36*	0	-2	-6	5	3	1	-17	4
CC(=O)c1cnn(-c2cc(Oc3cccc(C)c3)ncn2)c1C	-5	-2	1	-2	-3	7	-5	3	-1	-2
O=C(COc1ncnc2sccc12)N1CCN(c2ccccc2)CC1	1	-5	2	3	1	12	2	3	-2	3
Cc1ccc(CNC(=O)COC(=O)c2cc(C)oc2C)cc1	3	-2	8	-1	-8	3	1	-3	-2	-6
O=c1c(-c2ccc(Oc3ccccc3)cc2)[n+]([O-])c2ccccc2n1OCc1ccccn1	-3	-2	5	0	1	-9	-2	-10	10	2
CCOC(=O)c1[nH]c2ccccc2c1NC(=O)c1ccc(Br)o1	-2	-3	3	-2	2	-8	2	-2	0	0
Cc1nccn1CCN(C)Cc1cn(Cc2ccccc2)nc1-c1ccc2c(c1)OCO2	1	-4	3	-9	-3	-4	0	-11	2	2
O=C(O[C@H]1CC[C@@]23CCCN2C(=O)CCC[C@H]3C1)N1CCCC1	-4	-2	0	·	-11	-3	0	-2	·	·
O=C(NCCSc1ccccc1)c1ccccc1F	1	-2	2	-2	-2	2	2	-3	0	1
COc1ccc(C)cc1-n1nnnc1SC/C(O)=C(\C#N)c1nc2ccccc2[nH]1	3	-6	5	33	-1	3	-2	5	11	2

Source: PubChem (several laboratories)

A portion of the library; count on the stated rates, not on these rows.
